# Assay outcomes as filed in PubChem BioAssay.
# Epigenetic derep = Quantitative High-Throughput Screen for Regulators of Epigenetic Control | 0.2% of 280,000 active | murine LDR cells, GFP reporter derepression, 30 h | Potency, µM (doses to about 53.9 µM), for inactives: top-dose GFP activation, actives largely listed as activators; note: % of control where 0% means no effect; nearly all actives have a fitted effect of over 60% in size
#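 Murine LDR cells carrying a silenced, genomically integrated CMV-driven GFP reporter were exposed to compound for 30 hours at 37 C. After PBS washes, GFP-positive cells (20–120 um objects) were counted by laser-scanning microplate cytometry.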
# JMJD2E inh = qHTS Assay for Inhibitors of Human Jumonji Domain Containing 2E (JMJD2E) | Potency, µM (titrated, usually from 57.1 µM), inactives show at the top dose activity change, negative = inhibition, hits mostly inhibitors | 1.6% of 230,000 active | JMJD2E catalytic domain, FDH-coupled NADH fluorescence (FDH is formaldehyde dehydrogenase) | AID 2147, 2009; active = well fitted inhibition curve with a large enough effect, not every such curve was filed as active; inconclusive = small, poorly fitted or top-dose-only effect, or another doubt; inactive = no such curve, though single readings can be large or run the other way;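 note: 0% = wells with enzyme and -100% = buffer wells without enzyme; nearly all actives have a fitted effect of over 50% in size; many of its hits are not listed in these tables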
# Target sequence (B2RXH2 1-337 limits assumed): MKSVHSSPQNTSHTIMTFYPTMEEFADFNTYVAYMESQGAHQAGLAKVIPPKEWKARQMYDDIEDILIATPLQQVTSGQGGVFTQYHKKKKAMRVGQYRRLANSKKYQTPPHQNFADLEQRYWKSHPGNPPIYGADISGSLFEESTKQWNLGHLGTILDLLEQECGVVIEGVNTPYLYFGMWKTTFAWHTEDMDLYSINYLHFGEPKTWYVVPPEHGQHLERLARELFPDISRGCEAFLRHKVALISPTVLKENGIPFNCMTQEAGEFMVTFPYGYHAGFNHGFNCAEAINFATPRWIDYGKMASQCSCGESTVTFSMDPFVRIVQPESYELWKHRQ
# RECQ1 helicase = qHTS Assay for Inhibitors of RecQ-Like Dna Helicase 1 (RECQ1) | AID 2549, 2010 | Potency, µM (titrated, usually from 57.3 µM), inactives show at the highest dose activity, negative = inhibition, hits mostly inhibitors | 0.54% of 240,000 active | RECQ1 DNA unwinding, red fluorescence kinetic read;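 note: plate controls were vehicle for no effect and no enzyme for full effect; nearly all actives have a fitted effect of over 30% in size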
#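 50 nM RECQ1T1 preincubated 15 min with compound in Tris pH 8.0 buffer with MgCl2, DTT, Tween-20 and 2.5 ug/ml poly(dI-dC); started with 200 nM TAMRA/BHQ-2 forked duplex and 2 mM ATP. Unwinding read as fluorescence (525/598 nm), two reads 2 h apart.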
# Luc counter = Counterscreen for Luciferase (Kinase-Glo TM) Inhibition | Luciferin 4-monooxygenase (Photuris pensylvanica), Q27757 | Potency, µM (doses to about 38.3 µM), without a hit: at the highest dose activity change, negative = inhibition, usual class: inhibitors | Kinase-Glo luciferase, ATP luminescence, 8 min | AID 1379, 2008 | 0.28% of 200,000 active; note: % is set by controls: 0 for no effect and ±100 for the full control effect; nearly all actives have a fitted effect of over 60% in size
#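 Compound is pinned into ATP-containing buffer (10 uM ATP, imidazole pH 7.2, 7 mM MgCl2). Kinase-Glo luciferase reagent is then added. Light output is recorded following an 8-min room-temperature incubation.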
# IMPase Li inh = qHTS Assay for Identifying the Cell-Membrane Permeable IMPase Inhibitors: Potentiation with Lithium | CHO-M1 cells, IP1 TR-FRET (IP-One), carbachol + lithium | Potency, µM (top dose mostly 59.4 µM), inactives show at the highest dose activity, negative = IMPase inhibition, hits mostly inhibitors | 0.35% of 210,000 active | AID 1457, 2008;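 note: IP1 builds up when IMPase is blocked and the TR-FRET signal falls; plate controls were basal vehicle for no effect and high inhibitor control for full effect; nearly all actives have a fitted effect of over 50% in size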
#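 Concentration–response in CHO-M1 cells, lithium-potentiated; 30 min at 37C. IP1 detected by competitive TR-FRET after 10 min lysis at RT. Hill-fitted AC50.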
# NPSR antagonist = qHTS Assay for Antagonists of the Neuropeptide S Receptor: cAMP Signal Transduction; Q6W5P4; AID 1461, 2008; Potency, µM (highest dose often 38.3 µM), inactives show top-dose activity change, negative = inhibition, most hits filed as inhibitors; CHO-NPSR cells, cAMP TR-FRET, antagonist mode; 1% of 220,000 active; note: % is set by controls: 0 for no effect and ±100 for the full control effect; nearly all actives have a fitted effect of over 50% in size; many of its hits are not listed in these tables
# Target sequence (Q6W5P4 whole entry, looked up): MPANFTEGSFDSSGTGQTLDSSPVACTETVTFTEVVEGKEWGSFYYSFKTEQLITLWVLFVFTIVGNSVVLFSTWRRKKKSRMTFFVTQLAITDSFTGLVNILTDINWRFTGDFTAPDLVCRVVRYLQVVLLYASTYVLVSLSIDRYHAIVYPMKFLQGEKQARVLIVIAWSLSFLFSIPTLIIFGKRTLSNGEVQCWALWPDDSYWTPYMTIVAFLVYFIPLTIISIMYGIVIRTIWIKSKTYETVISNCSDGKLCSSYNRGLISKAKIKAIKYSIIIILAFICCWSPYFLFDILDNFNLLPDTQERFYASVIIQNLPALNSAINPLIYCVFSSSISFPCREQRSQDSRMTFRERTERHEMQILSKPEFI
# RGS12 GoLoco inh = qHTS Assay for Inhibitors of RGS12 GoLoco Motif Activity (Red Fluorophore) | Guanine nucleotide-binding protein G(i) subunit alpha-1 (Homo sapiens), P63096 | Gai1:RGS12 GoLoco peptide FP, rhodamine, 10 min | Potency, µM (highest dose often 61.6 µM), for inactives: at the highest dose activity, negative = inhibition, most hits filed as inhibitors | 0.44% of 230,000 active; active = well fitted inhibition curve with a large enough effect, not every such curve was filed as active; inactive = no such curve, though single readings can be large or run the other way; note: % is set by controls: 0 for no effect and ±100 for the full control effect; nearly all actives have a fitted effect of over 30% in size; many of its hits are not listed in these tables
# Target sequence (P63096 whole entry, looked up): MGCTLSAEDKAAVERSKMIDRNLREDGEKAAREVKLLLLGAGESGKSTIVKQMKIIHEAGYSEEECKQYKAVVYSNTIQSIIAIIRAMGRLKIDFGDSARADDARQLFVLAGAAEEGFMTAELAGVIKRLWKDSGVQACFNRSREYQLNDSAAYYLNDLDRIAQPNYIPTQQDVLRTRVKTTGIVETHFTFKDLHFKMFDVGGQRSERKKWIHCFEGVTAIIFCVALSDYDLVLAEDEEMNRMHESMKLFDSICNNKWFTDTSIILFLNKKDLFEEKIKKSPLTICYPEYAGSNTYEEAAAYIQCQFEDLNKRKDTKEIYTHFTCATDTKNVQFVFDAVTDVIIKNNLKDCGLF
# SMN2 splice up = qHTS Assay for Enhancers of SMN2 Splice Variant Expression; HEK293 SMN2-luciferase splicing reporter, luminescence, 30-36 h; Potency, µM (doses to about 46.1 µM), for the others: at the top dose activity change, positive = activation, hits mostly activators; 2.8% of 210,000 active; AID 1458, 2008; note: % of control where 0% means no effect; nearly all actives have a fitted effect of over 55% in size
#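 qHTS luciferase splicing reporter: luminescence rises when SMN2 exon 7 is included in transfected HEK293 cells. Compound exposure lasted 30-36 h at 37C, with 4.5 mM final sodium butyrate as control, followed by a ONE-Glo read.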
# * = called active by the depositor; i = inactive; ? = inconclusive; . = not tested or not shown; [ ] = remark or other dose. Unless noted, calls come from the whole dose curve; as a rule, active = well fitted curve in the direction sought with a large enough effect; inconclusive = small, poorly fitted or top-dose-only effect, or another doubt; inactive = no such curve, though single readings can be large; an effect the other way counts as inactive or inconclusive. Potency is the fitted concentration of half-maximal effect. Some of the compounds tested, so the mix of outcomes need not match the whole.
SMILES,Epigenetic derep,JMJD2E inh,RECQ1 helicase,Luc counter,IMPase Li inh,NPSR antagonist,RGS12 GoLoco inh,SMN2 splice up
Cc1ccc(CCNC(=O)CS(=O)Cc2nc(-c3cccc(C)c3)oc2C)cc1 (stereo not given),1.0%,-1.4%,-3.1%,2.2%,3.5%[38.3 µM],-21.6%[46.1 µM],6.3%,-24.7%
Cc1c(NC(=O)COC(=O)c2cc(-c3cccc4ccccc34)nc3ccccc23)c(=O)n(-c2ccccc2)n1C,0.0%,i,?,3.4%,-11.5%,-17.0%,10.0%,7.9%
COc1ccc(Cl)cc1NC(=O)CSc1nnc(COc2ccccc2)n1N,-2.2%,4.8%,-2.4%,4.8%,0.6%,-8.1%[46.1 µM],-1.9%,-12.6%
Cc1ccc(N2C(=O)C3CC(c4ccccc4)=C4C5C=CC(C6C(=O)N(c7ccc(C)cc7C)C(=O)C56)C4C3C2=O)c(C)c1 (stereo not given),0.1%,12.3%,-11.4%,17.2%,10.7%[38.3 µM],-5.3%[46.1 µM],31.6µM*,?
CC(C)(C)C1CCC(OC(=O)CN2CCOCC2)CC1 (stereo not given),0.8%,8.1%,-3.3%,-6.3%,3.1%[38.3 µM],-11.1%[46.1 µM],10.4%,-12.6%
c1ccc(-c2csc(N3CCN(c4ccccn4)CC3)n2)cc1,2.9%,0.7%,-5.6%,0.9%,14.1%[38.3 µM],-10.8%[46.1 µM],-1.5%,-27.9%
CCCc1nc(S(=O)(=O)Cc2ccc(Cl)cc2Cl)n[nH]1,-5.0%,1.6%,i,.,.,-4.7%[46.1 µM],.,.
O=C(CCC1CCCN(C(=O)c2ccc3c(c2)OCO3)C1)N1CCN(c2ccccn2)CC1 (stereo not given),1.1%,?,i,0.5%,5.9%,-4.1%,14.7%,.
CC(C)CCn1nnnc1C(c1ccc(N(C)C)cc1)N1CCN(C(=O)c2ccco2)CC1 (stereo not given),0.0%,5.3%,-6.1%,-3.0%,-0.5%[38.3 µM],?,-10.4%,-12.5%
COc1cc(-c2nn3c(C4CCCCC4)nnc3s2)cc(OC)c1OC,-6.8%,?,-3.4%,-3.4%,6.9%[38.3 µM],-22.8%[46.1 µM],6.8%,11.4%
CCN(CC)C(=O)C(=O)Nc1ccc(Oc2ccccc2)cc1,-1.9%[10.1 µM],-7.6%,19.6%,0.7%,-1.2%,-2.7%,15.7%,-10.0%
COC(=O)c1nc2nc(-c3cccs3)cc(C(F)(F)F)n2n1,-4.3%,?,-2.9%,2.9%,-15.1%,0.6%,1.8%,8.4%
CN(C)c1ccc(N2C(=O)CC(Sc3ccccc3C(=O)O)C2=O)cc1 (stereo not given),-2.2%,-0.1%,2.6%,2.3%,-0.6%,10.9%,-18.9%,-3.1%
COc1ccc(NC(=S)N2CCC(c3nc4ccc(Cl)cc4[nH]3)CC2)c(OC)c1,1.2%,4.3%,-19.8%,2.0%,-3.6%[38.3 µM],-10.2%[46.1 µM],9.8%,-6.0%
CC12CCC(c3nnc(SCc4ccc(Cl)cc4)nc31)C2(C)C (stereo not given),-0.1%,2.9%,-7.0%,4.5%,14.2%,-36.0%,-5.0%,-47.7%[inhibitor]
CCOc1ccc(N2CC(O)(c3ccc(F)cc3)[N+]3=C2CCCC3)cc1 (stereo not given),-4.4%,-4.9%,-1.3%,-1.5%,26.3%,-7.1%,-3.3%,-6.5%
Cc1cccc2cc(C3CC(c4ccco4)=NN3S(=O)(=O)c3ccccc3)c(Cl)nc12 (stereo not given),0.0%,-2.7%,28.2µM*,1.5%,6.9%,-5.0%,16.7%,-28.2%
CC(=O)OCC1CCCC2=C(C)C(=O)CCC21COC(C)=O (stereo not given),-2.0%,-4.0%,-0.5%,-6.2%,-5.2%,5.0%,-7.3%,-7.5%
CCN1CCN(c2nc(SC)nc3sc4c(c23)CC(C)(C)OC4)CC1,-2.6%,?,-3.8%,-1.8%,14.1%[38.3 µM],-19.6%[46.1 µM],10.9%,-7.0%
Cc1cc(C)n(-c2ccc(C(=O)NC3=NCCS3)cc2)n1,4.4%,-8.7%,5.3%,-3.3%,11.2%[38.3 µM],-24.7%[46.1 µM],16.0%,?
Nc1ccc(C(=O)OCC(=O)N2c3ccccc3Sc3ccccc32)cc1[N+](=O)[O-],2.4%,-0.2%,28.2µM*,0.3%,3.5%,-15.3%,-2.4%,11.5%
CCCCOc1ccc(Cl)cc1CSc1nnc(CC)n1N,0.0%,2.5%,0.3%,0.8%,16.3%[38.3 µM],-5.0%[46.1 µM],4.4%,-1.9%
Cc1nnc(NC(=O)c2ccc(S(=O)(=O)N3CCOCC3)cc2)s1,1.0%,13.5%,-5.4%,.,.,-2.1%,-5.5%,.
CCNC(=O)C/C(C)=N/NC(=O)C12CC3CC(CC(C3)C1)C2,-0.8%,-7.6%,-8.5%,-0.1%,-30.1%[38.3 µM],-8.8%[46.1 µM],-12.4%,?
C/C(CCc1ccccc1)=N\NC(=O)CC(=O)NCCc1ccccc1,0.2%,4.0%,-1.3%,-2.6%,0.9%,-6.1%,10.4%,14.5%

# Limited to RGS12 GoLoco inh and IMPase Li inh (3 entries from above):
SMILES,RGS12 GoLoco inh,IMPase Li inh
CN(C)c1ccc(N2C(=O)CC(Sc3ccccc3C(=O)O)C2=O)cc1 (stereo not given),-18.9%,-0.6%
CCN1CCN(c2nc(SC)nc3sc4c(c23)CC(C)(C)OC4)CC1,10.9%,14.1%[38.3 µM]
CCCCOc1ccc(Cl)cc1CSc1nnc(CC)n1N,4.4%,16.3%[38.3 µM]

# Whole records, looked up by structure:
# C/C(CCc1ccccc1)=N\NC(=O)CC(=O)NCCc1ccccc1 is listed as Epigenetic derep: 0.2%; JMJD2E inh: 4.0%; RECQ1 helicase: -1.3%; Luc counter: -2.6%; IMPase Li inh: 0.9%; NPSR antagonist: -6.1%; RGS12 GoLoco inh: 10.4%; SMN2 splice up: 14.5%
# CCNC(=O)C/C(C)=N/NC(=O)C12CC3CC(CC(C3)C1)C2 is listed as Epigenetic derep: -0.8%; JMJD2E inh: -7.6%; RECQ1 helicase: -8.5%; Luc counter: -0.1%; IMPase Li inh: -30.1%[38.3 µM]; NPSR antagonist: -8.8%[46.1 µM]; RGS12 GoLoco inh: -12.4%; SMN2 splice up: ?

# Next section:
SMILES,Epigenetic derep,JMJD2E inh,RECQ1 helicase,Luc counter,IMPase Li inh,NPSR antagonist,RGS12 GoLoco inh,SMN2 splice up
CCOC(=O)C(Cc1ccccc1)(NC(C)=O)C(=O)OCC,3.9%,12.2%,?,1.5%,11.4%[38.3 µM],-8.2%[46.1 µM],8.2%,7.3%
O=C(NCc1ccccn1)c1nc(-c2ccc(C(F)(F)F)cc2)no1,-1.5%,-6.4%,i,-0.7%,1.5%,0.2%,4.0%,-4.9%
O=C(N/N=C/c1ccc(O)cc1)c1cccc(C(F)(F)F)c1,0.0%,-0.5%,-1.4%,0.5%,-0.8%,1.5%,10.5%,5.8%
CCN(CC)C(=O)CN(c1cccc(Br)c1)S(C)(=O)=O,-4.2%,-2.9%,-2.4%,-0.3%,1.4%,8.6%,7.7%,.
CN(C)Cc1cc(CN(C)C)c(O)c(CCc2ccccc2)n1,2.9%,3.0%,-0.9%,-2.7%,-16.1%[38.3 µM],4.2%[46.1 µM],-7.8%,9.5%
CC(NC(=S)Nc1ccccc1OC(F)F)C(C)(C)C (stereo not given),0.0%,1.1%,-3.0%,2.3%,-1.0%,-17.8%,1.0%,-18.4%
O=C(CSCc1cnn(-c2ccccc2)c1-n1cccc1)NCc1ccccn1,1.4%,-6.2%,-5.7%,5.3%,16.0%,-17.0%,1.2%,-6.4%
CCSC1(SCC)N=C(N)C2(C#N)C(c3ccc(F)cc3)C12C#N (stereo not given),?,5.1%,-10.9%,-0.9%,7.5%[38.3 µM],-8.7%[46.1 µM],0.6%,4.6%
CN(Cc1cn(C)nc1-c1ccc(Oc2ccccc2)cc1)Cc1cnc2ccccn12,1.7%,-29.1%,-6.2%,0.9%,26.6%,36.8%,1.6%,.
CCC(=O)Nc1nc(-c2ccc3c(c2)OCCO3)cs1,-0.8%,-4.0%,i,1.3%,4.9%[38.3 µM],-15.2%[46.1 µM],6.2%,2.51µM*
Cc1cccc(-n2c(CCN3C(=O)c4ccccc4C3=O)nc3ccccc3c2=O)n1,-4.6%,-5.5%,i,0.9%,-2.0%,-10.4%[46.1 µM],9.8%,1.9%
COc1ccc(C)cc1Nc1nc(-c2c(C)[nH]c3ccccc23)cs1,0.0%,-4.2%,-16.0%,-2.5%,-4.0%,-16.2%,18.0%,14.0%
CCC(=O)Nc1cccc(NC(=O)c2ccc3c(c2)OCO3)c1,0.2%,-2.9%,-1.2%,-5.9%,-3.5%[38.3 µM],-4.8%[46.1 µM],5.0%,?
Nc1c(N2CCCCC2)c(=O)[nH]c(=O)n1-c1ccccc1,-6.3%,0.8%,-11.3%,3.2%,18.0%[38.3 µM],-7.0%[46.1 µM],12.3%,-3.5%
CCN1CCN(C(=O)CN(C)S(=O)(=O)c2ccc(OC)cc2)CC1,2.2%,5.8%,-2.8%,0.1%,12.9%[38.3 µM],6.9%[46.1 µM],9.2%,16.8%
CCc1ccc(NC(=O)Cn2nnc(-c3ccc(C)cc3-n3cnnn3)n2)cc1,0.9%,3.4%,i,.,.,1.0%,14.2%,.
Cc1ccc(S(=O)(=O)N2CCOCC2)cc1C(=O)Nc1ccc(S(=O)(=O)Nc2nccs2)cc1,0.5%,7.3%,24.0%,0.3%,-3.7%,11.1%,21.4%,8.7%
CCOc1ccc(Cl)cc1CNc1nnnn1C,1.7%,6.4%,i,-0.5%,1.7%,17.8%,1.5%,-10.8%
CCOC(=O)/C=c1\s/c(=C\c2ccccc2OC)c(=O)n1CC(=O)N1CCOCC1,-0.9%,-3.7%,i,1.9%,12.5%[38.3 µM],-17.6%[46.1 µM],11.2%,-15.8%
COc1cccc2c1OCC(CN1CCN(C3CCCCC3)C(CCO)C1)=C2 (stereo not given),1.1%,0.0%,i,0.7%,22.2%,-5.8%,11.9%,.
